# Compound activity as filed in PubChem BioAssay.
# NPSR antag: antagonists of human neuropeptide S receptor cAMP signaling. Q6W5P4. CHO-NPSR cells, cAMP TR-FRET, antagonist mode. Potency, µM (titrated, usually from 38.3 µM), without a hit: top-dose activity change, negative = inhibition, actives largely listed as inhibitors. actives 1% (n = 220,000). AID 1461; also: potency is read from the fitted curve at half-maximal effect; % is scaled to controls: 0 for no effect and ±100 for the full control effect; nearly all actives have a fitted effect of over 50% in size; many of its hits are not listed in these tables
# Target sequence (Q6W5P4 whole entry, looked up): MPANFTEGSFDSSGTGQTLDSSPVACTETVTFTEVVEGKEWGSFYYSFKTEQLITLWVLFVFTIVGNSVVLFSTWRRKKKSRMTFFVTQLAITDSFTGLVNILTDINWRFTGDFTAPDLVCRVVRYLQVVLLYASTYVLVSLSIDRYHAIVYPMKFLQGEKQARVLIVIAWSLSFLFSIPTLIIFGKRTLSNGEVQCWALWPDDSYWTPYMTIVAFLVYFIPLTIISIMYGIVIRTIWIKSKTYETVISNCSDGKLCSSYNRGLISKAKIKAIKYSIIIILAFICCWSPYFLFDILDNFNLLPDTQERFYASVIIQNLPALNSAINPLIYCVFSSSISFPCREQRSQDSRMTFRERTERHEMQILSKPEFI
# GLA spleen mod: inhibits or activates alpha-galactosidase in human spleen homogenate; human spleen homogenate, 4MU-alpha-Gal fluorescence, 40 min; Potency, µM (titrated, usually from 80 µM), inactives show at the highest dose activity change, negative = inhibition, actives largely listed as inhibitors; actives 0.008% (n = 240,000); AID 2107;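 also: potency is read from the fitted curve at half-maximal effect; 0% = enzyme with vehicle and -100% = no enzyme basal signal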
#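 qHTS titration in buffer at pH 5.0. Alpha-galactosidase activity in spleen homogenate was measured via 4-methylumbelliferone release from 1 mM fluorogenic substrate after 40 min at 37C and a pH 10 stop. AC50 came from Hill fits of control-normalized data.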
# CBFb RUNX1 block: blocks binding between human CBF-beta and RUNX1; Potency, µM (highest dose often 59.8 µM), inactives show top-dose activity, negative = inhibition, usual class: inhibitors; 230,000 tested, under 10 active; Q01196+Q13951; AlphaScreen CBFb-His/RUNX1-biotin binding, biochemical; AID 1477; also: % of control where 0% means no effect
# Target sequence (Q01196 whole entry, looked up): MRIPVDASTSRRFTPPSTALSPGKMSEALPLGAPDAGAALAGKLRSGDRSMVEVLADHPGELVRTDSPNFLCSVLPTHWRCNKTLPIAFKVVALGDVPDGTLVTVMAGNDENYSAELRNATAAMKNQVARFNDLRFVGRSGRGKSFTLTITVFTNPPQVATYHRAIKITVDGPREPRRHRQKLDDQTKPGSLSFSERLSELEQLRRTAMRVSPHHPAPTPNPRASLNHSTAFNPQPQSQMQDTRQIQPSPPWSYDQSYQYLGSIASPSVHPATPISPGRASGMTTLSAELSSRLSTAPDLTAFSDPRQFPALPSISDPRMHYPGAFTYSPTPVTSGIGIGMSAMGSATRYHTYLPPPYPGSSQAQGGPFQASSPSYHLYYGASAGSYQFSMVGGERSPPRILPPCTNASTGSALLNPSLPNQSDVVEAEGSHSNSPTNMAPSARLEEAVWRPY
# Target sequence (Q13951 whole entry, looked up): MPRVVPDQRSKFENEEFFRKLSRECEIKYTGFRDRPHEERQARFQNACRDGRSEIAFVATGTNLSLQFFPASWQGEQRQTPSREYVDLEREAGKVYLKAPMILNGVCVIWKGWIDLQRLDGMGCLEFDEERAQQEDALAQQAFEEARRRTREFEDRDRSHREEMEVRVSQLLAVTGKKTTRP
#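 Inhibition was taken as any reduction in AlphaScreen signal from the CBF-beta–RUNX1 pair (His and biotin tags, 30 nM each), measured after compound (15 min) and bead (90 min) incubations at room temperature.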
# Epigenetic reg: epigenetic control regulation, reporter derepression; actives 0.2% (n = 280,000); murine LDR cells, GFP reporter derepression, 30 h; Potency, µM (titrated, usually from 53.9 µM), for inactives: at the top dose GFP activation, most hits filed as activators; AID 1865; also: potency is read from the fitted curve at half-maximal effect; % of control where 0% means no effect; nearly all actives have a fitted effect of over 60% in size
#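 Murine LDR cells bearing a silenced CMV-driven GFP reporter were exposed to compound for 30 h at 37 C. After PBS washes, GFP-positive cells (20-120 um objects) counted by laser-scanning microplate cytometry.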
# Luc counter: counter-screen: inhibitors of Kinase-Glo firefly luciferase. Q27757. Kinase-Glo luciferase, ATP luminescence, 8 min. Potency, µM (titrated, usually from 38.3 µM), inactives show at the highest dose activity change, negative = inhibition, actives largely listed as inhibitors. actives 0.28% (n = 200,000). AID 1379; also: potency is read from the fitted curve at half-maximal effect; % is scaled to controls: 0 for no effect and ±100 for the full control effect; nearly all actives have a fitted effect of over 60% in size
#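 Recombinant Kinase-Glo luciferase, 10 uM ATP (linear range), luciferin; imidazole pH 7.2 / KCl / MgCl2 / Tween / BSA buffer; 8 min RT; luminescence.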
# Lamin A splicing: changes lamin A minigene splicing in HeLa cells; HeLa LMNA splicing GFP/RFP minigene ratio, 48 h; Potency, µM (top dose mostly 46.1 µM), inactives show top-dose ratio change, negative = inhibition, hits mostly inhibitors; actives 0.01% (n = 200,000); AID 1487; active = well fitted inhibition curve with a large enough effect in the signal ratio, with a control signal flat, not every such curve was filed as active; inconclusive = small, poorly fitted or top-dose-only effect, or effect the other way, or a change in a side signal; the % refers to the signal ratio; also: potency is read from the fitted curve at half-maximal effect; % is scaled to controls: 0 for no effect and ±100 for the full control effect
#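 Read-out is the ratio of GFP to DsRed2 object intensity, acquired by 488 nm laser-scanning cytometry on HeLa lamin A-EGFP minigene reporter cells. Compound incubation 48 hrs at 37 °C in Opti-MEM with 2% FBS; DMSO 0.5% final.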
# IMPase Li inh: membrane-permeable IMPase blocker, potentiated with lithium; CHO-M1 cells, IP1 TR-FRET (IP-One), carbachol + lithium; Potency, µM (series often up to 59.4 µM), for inactives: top-dose activity, negative = IMPase inhibition, usual class: inhibitors; actives 0.35% (n = 210,000);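 also: IP1 builds up when IMPase is blocked and the TR-FRET signal falls; potency is read from the fitted curve at half-maximal effect; plate controls were basal vehicle for no effect and high inhibitor control for full effect; nearly all actives have a fitted effect of over 50% in size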
#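 CHO-M1, 2000 cells/well, 16–30 h culture; cpd + low Li+, 30 min 37C; lysis with d2-IP1/Eu-anti-IP1 Ab, 10 min RT; TR-FRET 665/620 ratio and 620 channel; AC50 via Hill.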
# An asterisk follows results filed as active; ? = inconclusive; . = no result given; & = joins results of further samples; [ ] = remark or other dose. Unless noted, calls follow the shape of the dose curve; as a rule, active = well fitted curve in the direction sought with a large enough effect; inconclusive = small, poorly fitted or top-dose-only effect, or another doubt; inactive = no such curve, though single readings can be large; an effect the other way counts as inactive or inconclusive.
nr	molecule	Epigenetic reg	CBFb RUNX1 block	NPSR antag	IMPase Li inh	Luc counter	GLA spleen mod	Lamin A splicing
1	Cc1nc(/N=C(\N)NC(=O)N2c3ccccc3Sc3ccccc32)nc2ccccc12	-0.9%	-24%	-10%	4%	-1%	-6%	?
2	Cc1cc(C)c(C#N)c(SCc2ccccc2)n1	0.0%	?	-7%[46.1 µM]	2%	0%	16%	21%
3	S=C(Nc1ccc(Cl)cc1)N1CCN(Cc2ccccc2)CC1	1.9%	2%	11%	3%	-1%	-1%	?
4	CC(C)C(=O)N1C2CCC1CC(O)(c1ccc(F)cc1)C2 (centres undefined)	-2.7%	3%	-7%[46.1 µM]	0%[38.3 µM]	-3%	-5%	1%
5	N#CC1=C(N)Oc2n[nH]c(CSc3ccccc3)c2C12C(=O)Nc1ccccc12 (centres undefined)	0.0%	-3%	-23%[46.1 µM]	21%[38.3 µM]	5%	-5%	-13%
6	N#CC1=C(N)NC(SCc2ccc(Br)cc2)=C(C#N)C12CCCCC2	-1.1%	-20%	-26%[46.1 µM]	7%	0%	0%	-20%
7	Cc1ccc(S(=O)(=O)NCC(=O)N(CC(=O)NCc2ccco2)Cc2cccs2)cc1	1.1%	-3%	-11%[46.1 µM]	-6%[38.3 µM]	-2%	-8%	-2%
8	COc1ccc(OC)c(C(O)c2coc3ccc(O)c(CN(C)C)c23)c1 (centres undefined)	-1.0%	-2%	3%[46.1 µM]	16%[38.3 µM]	-5%	3%	0%
9	C#Cc1ccc([C@@H]2C=C(C(=O)OCC=C)O[C@H](OCc3ccc(CO)cc3)C2)cc1	-1.4%	-12%	39%	-2%	.	15%	.
10	CCCCOP(=O)(c1ccc(N(C)C)cc1)C(O)c1cccnc1 (centres undefined)	-2.3%	1%	-6%[46.1 µM]	-6%[38.3 µM]	7%	-3%	6%
11	C/C(=N\Nc1nc(C)cc(=O)[nH]1)C1CC1	-0.9%	-2%	15%[46.1 µM]	.	.	-1%	-15%
12	CNS(=O)(=O)c1ccc(NC(=O)Nc2cccc(F)c2)cc1	-1.4%	-3%	10%	23%	2%	-1%	.
13	Cn1nc(C(C)(C)C)c([N+](=O)[O-])c1C(=O)NCCO	-1.8%	0%	13%	-2%	-1%	-14%	1%
14	COc1cccc(NC(=O)N2CCOCC2)c1	1.5%	-1%	7%[46.1 µM]	4%[38.3 µM]	-3%	3%	6%
15	COC(=O)[C@H](CC(C)C)NC(=O)NC1CCCCC1C (some centres undefined)	-1.4%	0%	0%[46.1 µM]	32%[38.3 µM]	-2%	2%	2%
16	CCCCn1c(SCn2nnc3ccccc3c2=O)nc2cc(S(N)(=O)=O)ccc21	-0.1%	3%	-9%[46.1 µM]	17%[38.3 µM]	20%	0%	-10%
17	Cc1ccccc1S(=O)(=O)Nc1nc2ccccc2nc1N1CCOCC1	-1.0%	9%	-11%[46.1 µM]	7%[38.3 µM]	4%	-12%	3%
18	CC(=O)C1=C(O)C(=O)N(c2ccc(C)cc2)C1c1ccc([N+](=O)[O-])cc1 (centres undefined)	-1.4%	-2%	-6%	0%	2%	11%	.
19	O=S(=O)(NC1=NCCCCC1)c1ccc2sc(NS(=O)(=O)c3ccc4ccccc4c3)nc2c1	3.0%	-19%	3%	.	.	6%	.
20	CCOc1ccc(NC(=O)c2ccccc2OC)cc1	0.9%	1%	-8%[46.1 µM]	-3%[38.3 µM]	-12%	-28%	3%
21	CCOC(=O)c1c(C)c(C(=O)NCc2ccc3c(c2)OCO3)c(C)n1CC	0.5%	0%	22%	-4%	0%	0%	-9%
22	O=C(NNc1ccccc1F)c1ccccc1	-0.3%	3%	-2%[7.67 µM]	.	.	2%	.
23	c1ccc(-c2noc(COc3ccc4c(c3)OCO4)n2)cc1	-1.0%	2%	-8%[46.1 µM]	11%[38.3 µM]	-5%	6%	1%
24	CCOc1ccc(-n2c(SCc3nc(-c4ccc(C)cc4)no3)nnc2-c2ccncc2)cc1	5.0%	-13%	?	11%[38.3 µM]	-2%	3%	19%
25	O=C(COC(=O)c1ccncc1)Nc1cc(Cl)ccc1Cl	1.0%	3%	-8%[46.1 µM]	18%[38.3 µM]	-3%	6%	-2%
26	NC(=O)c1c(NC(=O)Cn2nc(C(=O)O)c3ccccc3c2=O)sc2c1CCC2	-0.5%	-1%	17%	.	.	-8%	.
27	CCn1c2c(c3cc(Cl)ccc31)CCCC2=O	0.7%	6%	5%[46.1 µM]	-8%[38.3 µM]	2%	3%	?
28	O=C(Nc1c(C(=O)O)[nH]c2ccc(F)cc12)c1cccc(C(F)(F)F)c1	4.0%	-6%	-10%	.	.	-8%	.
29	O=C(NC1CC1)C1=C[C@@H](C2CCCCC2)C[C@@H](OCCCCO)O1	0.8%	9%	4%	-1%	.	-1%	.
30	N#CC1=C2N=C(N)c3ccccc3N2C2=C(C(=O)CCC2)C1c1ccc(F)cc1 (centres undefined)	1.7%	-13%	-11%	.	.	-10%	.
31	COc1ccc(-c2nn(-c3ccccc3)cc2C(=O)NC(=S)NNC(=O)c2ccncc2)cc1	1.1%	?	-41%	9%	.	-6%	.
32	O=C(CCC(=O)OCc1ccc(C(=O)Oc2ccccc2)cc1)Nc1cccc2ccccc12	-0.9%	4%	-23%[46.1 µM]	-6%[38.3 µM]	0%	-3%	2%
33	Cc1ccc(NC(=O)c2nnn(CC(=O)Nc3ccccc3)c2N)cc1C	1.8%	6%	-7%[46.1 µM]	-11%	4%	0%	-13%
34	COc1ccc(S(=O)(=O)N(CCCN2CCCC2=O)Cc2cc3c(C)ccc(C)c3[nH]c2=O)cc1	0.0%	2%	-15%[46.1 µM]	6%	2%	-1%	-10%
35	Cc1nnc(NCCO)c2ccccc12	1.0%	-1%	0%[46.1 µM]	14%[38.3 µM]	7%	2%	-1%
36	CC1OC(Nc2cccc3ccccc23)C(O)C(O)C1O (centres undefined)	-1.3%	1%	10%[46.1 µM]	-12%[38.3 µM]	-4%	6%	5%
37	NC(=O)c1ccccc1NC(=O)NC1CCCCC1	-3.6%	9%	-6%[46.1 µM]	-1%	-6%	-2%	-14%
38	Cc1ccc(S(=O)(=O)Nc2ccc(Cl)cc2C(=O)c2ccc(F)cc2)cc1	1.0%	-12%	-40%	20%	1%	0%	?
39	COc1ccc(Cl)cc1NC(=O)CNc1ccccc1N1CCOCC1	5.5%	4%	-50%	-1%	0%	4%	?
40	CCCCC1=CC2=C(c3ccco3)C(=O)C(C)(OC(=O)c3ccc(OC)cc3)C(=O)C2=CN1CC(C)C (centres undefined)	-4.1%	7%[13.1 µM]	10µM*	?	-1%[7.66 µM]	-6%[17.5 µM]	?
41	N/C(Cc1nc(-c2ccc(Cl)cc2)cs1)=N/O	3.8%	1%	-22%	.	.	-11%	.
42	CC(=O)c1ccc(NCCC(=O)c2ccccc2)cc1	-0.8%	3%	5%	-1%	2%	9%	.
43	CCOC(=O)c1cnc(SC2CC(=O)N(c3ccc(C)cc3)C2=O)nc1N (centres undefined)	0.0%	5%	-23%[46.1 µM]	-6%[38.3 µM]	10%	-6%	-2%
44	Cn1cnnc1SCC(=O)N1c2ccccc2-c2c(ssc2=S)C1(C)C	2.3%	-12%	-16%[46.1 µM]	12%[38.3 µM]	-3%	-4%	10%
45	Cc1cc(C)nc(NNC(=O)c2ccccc2O)n1	-1.1%	-2%	2%	3%	0%	-1%	21%[46 µM]
46	CCOC(=O)N1CCC2(CC1)C(C#N)=C(N)OC1=C2C(=O)CC(C)C1 (centres undefined)	3.8%	-5%	-4%[46.1 µM]	2%[38.3 µM]	1%	-15%	9%
47	CCc1ccc(NC(=O)CSc2nnc(CC)c(CC)n2)cc1	?	-2%	-20%[46.1 µM]	-9%[38.3 µM]	0%	1%	3%
48	Cc1ccc(S(=O)(=O)Nc2cccc3cccnc23)cc1	?	13%&-19%	?	5%[38.3 µM]	-6%	5%&4%	?
49	COc1ccc(C(=O)COC(=O)C(CC(C)C)N2C(=O)c3ccccc3C2=O)cc1 (centres undefined)	-2.1%	4%	-22%	16%	2%	9%	4%
50	Cc1c(C(=O)NC(C)c2ccncc2)oc2ccccc12 (centres undefined)	0.0%	11%	-14%[46.1 µM]	4%	2%	7%	0%
51	COc1ccc(CNC(=O)CN(CC2CCCO2)C(=O)CNS(=O)(=O)c2ccc(C)cc2)cc1 (centres undefined)	-0.4%	2%	-8%[46.1 µM]	-11%[38.3 µM]	0%	-7%	1%
52	NC(Cc1ccc(O)cc1)c1cn([C@@H](CCC(=O)O)C(=O)N2CCNCC2)nn1 (some centres undefined)	1.0%	11%	-26%	5%	.	1%	.
53	Cc1cc(C)c2cc(C(=O)Nc3ccc4c(c3)OCO4)[nH]c2c1	0.1%	2%	-34%	.	.	7%	.
54	COC(=O)c1ccc(C2C(Oc3ccc(OC)cc3)C(=O)N2CCc2ccc(F)cc2)cc1 (centres undefined)	-1.2%	1%	-9%[46.1 µM]	7%[38.3 µM]	-3%	-12%	25%
55	COc1ccccc1C(=O)NCC(=O)N/N=C/c1ccncc1	-1.6%	-3%	8%	6%	4%	-7%	.
56	CN(C)S(=O)(=O)c1ccc(N2CCCC2)c(C(=O)NCc2ccc(Cl)cc2)c1	-0.5%	1%	-20%[46.1 µM]	39%[38.3 µM]	-2%	-1%	21%
57	O=c1[nH]c(CSc2nnc(Cc3ccccc3)o2)nc2ccccc12	0.0%	5%	7%	-2%	-2%	-7%	7%[46 µM]
58	CCn1c(=O)c(=O)[nH]c2cc(C(=O)NC3CCCc4ccccc43)ccc21 (centres undefined)	4.8%	-4%	12%[46.1 µM]	3%[38.3 µM]	-2%	8%	?
59	O=S(=O)(c1cccc(-c2cn3cccnc3n2)c1)N1CCOCC1	-0.2%	1%	?	-11%[38.3 µM]	-1%	?	1%
60	Cc1nn(CC(=O)O)c(=O)c2ccccc12	1.6%	5%	5%[46.1 µM]	10%[38.3 µM]	-1%	6%	1%
61	c1ccc2[nH]c(CN3CCN(c4ncnc5c4oc4ccccc45)CC3)nc2c1	0.0%	1%	?	8%[38.3 µM]	1%	-6%	?

# In a second layout: entries from further up
54. COC(=O)c1ccc(C2C(Oc3ccc(OC)cc3)C(=O)N2CCc2ccc(F)cc2)cc1 (centres undefined)
  Epigenetic reg: -1.2%
  CBFb RUNX1 block: 1%
  NPSR antag: -9%[46.1 µM]
  IMPase Li inh: 7%[38.3 µM]
  Luc counter: -3%
  GLA spleen mod: -12%
  Lamin A splicing: 25%

55. COc1ccccc1C(=O)NCC(=O)N/N=C/c1ccncc1
  Epigenetic reg: -1.6%
  CBFb RUNX1 block: -3%
  NPSR antag: 8%
  IMPase Li inh: 6%
  Luc counter: 4%
  GLA spleen mod: -7%
  Lamin A splicing: .

# An excerpt. The share of hits here may be higher or lower than overall.
